Assay outcomes (PubChem BioAssay)
EPAC2 antag: qHTS for Antagonist of cAMP-regulated guanine nucleotide exchange factor 2 (EPAC2): primary screen; actives 0.18% (n = 360,000); Potency, µM (highest dose often 114 µM), without a hit: at the top dose activity, negative = inhibition, actives largely listed as inhibitors; EPAC2 GEF exchange of Rap1B-BODIPY-GDP, fluorescence; AID 720708, 2013; note: potency is the fitted concentration of half-maximal effect; % is set by controls: 0 for no effect and ±100 for the full control effect; nearly all actives have a fitted effect of over 45% in size; many of its hits are not listed in these tables
Target sequence (Q8WZA2 whole entry, looked up): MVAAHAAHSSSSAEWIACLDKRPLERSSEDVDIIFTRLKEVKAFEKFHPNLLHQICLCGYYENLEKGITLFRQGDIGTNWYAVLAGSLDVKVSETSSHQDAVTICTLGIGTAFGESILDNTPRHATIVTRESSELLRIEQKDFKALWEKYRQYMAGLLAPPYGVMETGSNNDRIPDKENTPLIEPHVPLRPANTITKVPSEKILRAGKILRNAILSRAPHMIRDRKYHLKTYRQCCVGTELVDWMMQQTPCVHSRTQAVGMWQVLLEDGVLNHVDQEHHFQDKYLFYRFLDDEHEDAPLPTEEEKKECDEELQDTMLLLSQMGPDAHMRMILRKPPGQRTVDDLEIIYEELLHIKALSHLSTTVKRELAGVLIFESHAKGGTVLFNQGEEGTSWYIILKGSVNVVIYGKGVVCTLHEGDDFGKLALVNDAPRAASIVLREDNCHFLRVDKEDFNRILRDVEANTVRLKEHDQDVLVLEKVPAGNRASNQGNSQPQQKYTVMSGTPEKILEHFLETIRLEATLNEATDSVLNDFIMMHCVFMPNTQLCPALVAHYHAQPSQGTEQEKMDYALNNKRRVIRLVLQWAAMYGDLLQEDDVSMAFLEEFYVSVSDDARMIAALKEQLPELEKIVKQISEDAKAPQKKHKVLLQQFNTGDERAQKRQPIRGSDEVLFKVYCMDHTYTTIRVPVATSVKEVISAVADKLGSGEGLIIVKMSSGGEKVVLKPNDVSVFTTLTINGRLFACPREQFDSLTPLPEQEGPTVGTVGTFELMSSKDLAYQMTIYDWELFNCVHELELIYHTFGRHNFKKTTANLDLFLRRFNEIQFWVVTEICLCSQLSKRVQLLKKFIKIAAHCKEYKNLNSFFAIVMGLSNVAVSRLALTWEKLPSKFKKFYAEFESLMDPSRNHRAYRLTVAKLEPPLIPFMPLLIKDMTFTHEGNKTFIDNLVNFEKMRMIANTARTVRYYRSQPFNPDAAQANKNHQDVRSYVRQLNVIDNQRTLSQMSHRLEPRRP
TGFb inhibitor: qHTS for Inhibitors of TGF-b; HepG2 CAGA-GFP TGF-b/SMAD3 reporter, GFP fluorescence, 18 h; TGF-beta stimulated, 500 pg/mL final; actives 1.2% (n = 410,000); Potency, µM (doses to about 46.1 µM), without a hit: top-dose activity, negative = inhibition, actives largely listed as inhibitors; note: potency is the fitted concentration of half-maximal effect; % is set by controls: 0 for no effect and ±100 for the full control effect; nearly all actives have a fitted effect of over 65% in size
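First, reporter cells (HEPG2 CAGA-GFP) rested 2 h at 37 degrees C. Next, compounds were pinned in and TGF-beta added to 500 pg/mL final. After 18 h, GFP was imaged per cell and summed per well.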
A549 viability: Nrf2 qHTS screen for inhibitors: counterscreen for cytotoxicity. AID 504648, 2011. actives 0.16% (n = 390,000). A549 ARE-Fluc cells, CellTiter-Fluor viability, 18-24 h. Potency, µM (titrated, usually from 46 µM), for the others: at the top dose activity change, negative = cytotoxicity, most hits filed as inhibitors; note: potency is the fitted concentration of half-maximal effect; % is set by controls: 0 for no effect and ±100 for the full control effect
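Cytotoxicity counterscreen: CellTiter-Fluor fluorescence was measured in A549 ARE_Fluc cells after 18-24 h of compound exposure in a concentration series. The subsequent BugLite luminescent read reports ARE-luciferase activity.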
EPAC2 ag: qHTS for Agonist of cAMP-regulated guanine nucleotide exchange factor 4 (EPAC2): primary screen; EPAC2 activation, biochemical qHTS; response scale: 100% = 6.5 mM cAMP response; Potency, µM (series often up to 154 µM), for the others: at the highest dose activation, most hits filed as activators; actives 0.079% (n = 360,000); note: potency is the fitted concentration of half-maximal effect; nearly all actives have a fitted effect of over 50% in size
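Compounds were added across a concentration range to EPAC2 (100 nM), RAP1B-BODIPY-GDP (250 nM) and GDP (50 uM). After 5 min at room temperature, fluorescence was recorded at 5-min intervals for 30 min.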
Mm-Cpn inhibitor: Inhibitors of TCP-1 ring complex (TRiC) of Methanococcus maripaludis (MmCpn): qHTS; Chaperonin Mm-Cpn (Methanococcus maripaludis); purified Mm-Cpn ATPase, ADP Transcreener TR-FRET; Potency, µM (top dose mostly 76.9 µM), for inactives: at the highest dose activity, negative = inhibition, hits mostly inhibitors; actives 0.031% (n = 330,000); AID 504842, 2011; note: potency is the fitted concentration of half-maximal effect; % is set by controls: 0 for no effect and ±100 for the full control effect; nearly all actives have a fitted effect of over 80% in size
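Inhibition of chaperonin ATP hydrolysis is measured as reduced ADP production, detected by competitive TR-FRET in which signal falls with ADP. Final enzyme 25 nM and ATP 10 uM, reacted 30 min at 37°C.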
Nrf2 ARE act: qHTS of Nrf2 Activators. AREc32 ARE-luciferase reporter (MCF7-derived line), luminescence, 24 h. Potency, µM (titrated, usually from 46.1 µM), for inactives: at the highest dose activation, most hits filed as activators. actives 0.31% (n = 410,000). AID 624171, 2012; note: potency is the fitted concentration of half-maximal effect; % of control where 0% means no effect; nearly all actives have a fitted effect of over 65% in size
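Quantitative high-throughput format: AREc32 reporter cells, 1000 per well, received compound by pin transfer and were incubated 24 hr at 37 deg C, 5% CO2, before Steady-Glo luminescence detection.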
Nrf2 inh: Nrf2 qHTS screen for inhibitors. A549 ARE-Fluc reporter, luciferase luminescence, 18-24 h. actives 2.1% (n = 360,000). Potency, µM (top dose mostly 46 µM), for the others: at the top dose activity change, negative = inhibition, actives largely listed as inhibitors; note: potency is the fitted concentration of half-maximal effect; % is set by controls: 0 for no effect and ±100 for the full control effect; nearly all actives have a fitted effect of over 60% in size
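Cells were seeded and rested 2 h, then exposed to compounds for 18-24 h. CellTiter-Fluor was read first as a viability measure. BugLite was added 15 min before the final luminescent read of ARE-luciferase activity in A549 cells.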
CCT modulator: High-Throughput Screening for Modulators of Cytosolic Chaperonin Activity; purified chaperonin ATPase assay, HTRF ADP detection, 30 min; activity change, % (concentration not given with the values), hits read low; AID 651819, 2012; actives 0.3% (n = 360,000); in the data active = activity change below about -30%; note: % is set by controls: 0 for no effect and ±100 for the full control effect
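Nucleotide hydrolysis assay: TRiC at 20–40 nM final (set by batch activity) with 10 uM ATP, 30 min at 37 °C, in presence of 76 uM compound. Detection by competitive ADP HTRF, 30 min ambient.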
Akt phos inh: HTS Assay for Inhibitors of Akt Phophorylation: Primary Screen; Neuro2A IGF-stimulated pAkt S473 HTRF, 20 min; stronger effect = lower value; activity change, % for hits at 50 µM; actives 0.32% (n = 360,000); in the data active = activity change below about -80%; inconclusive = mostly about -51% to -80%; note: % is set by controls: 0 for no effect and ±100 for the full control effect
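Single-point screen (50 µM final compound) in Neuro2A cells stimulated 20 min with 6 nM IGF at 37 deg C. After lysis, Ser473-phosphorylated Akt read by HTRF (ex 330 nm, em 615/665 nm) as the 665/615 ratio.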
* hit, by the source's call; i = inactive; ? = inconclusive; nt = no result given; [ ] = dose if it differs, or a comment. Unless noted, calls come from the whole dose curve; as a rule, active = well fitted curve in the direction sought with a large enough effect; inconclusive = small, poorly fitted or top-dose-only effect, or another doubt; inactive = no such curve, though single readings can be large; an effect the other way counts as inactive or inconclusive. This is a subset, so the mix of outcomes need not match the whole.

structure | EPAC2 antag | TGFb inhibitor | A549 viability | EPAC2 ag | Mm-Cpn inhibitor | Nrf2 ARE act | Nrf2 inh | CCT modulator | Akt phos inh
CCCCCn1nc(C(=O)N(CCOC)c2c(N)n(CCCC)c(=O)[nH]c2=O)c2ccccc2c1=O | 3% | 4% | -2% | -3% | 0% | -0.5% | 0% | -1.8 | i
Cc1cccc(CCNC(=O)CC2C(=O)NCCN2CC2CCCCC2)n1 (centres undefined) | -6% | 7% | 1% | -8% | 0% | -0.7% | -1% | 0.0 | i
Cc1cc(C)n(CCc2nc3c4ccccc4nc(N4CCN(c5ccccc5F)CC4)n3n2)n1 | nt | -1% | 0% | nt | nt | 0.4% | 7% | nt | nt
COc1cccc(CN2CCC2(C)C(=O)Nc2cccc3cccnc23)c1OC (centres undefined) | -20% | 11µM* | nt | 7% | nt | -2.4% | nt | -1.8 | i
COc1ccc(-c2oc3ccccc3c2C(=O)OCc2ccc([N+](=O)[O-])cc2)cc1 | 6% | 6% | 0% | 9% | 0% | -1.3% | 0% | 0.4 | i
COC(=O)[C@H](CC(C)C)NC(=O)CC[C@H]1O[C@@H](n2ccc(=O)[nH]c2=O)[C@H](O)[C@@H]1O | ? | 19% | nt | -19% | nt | -1.0% | nt | 1.1 | i
Cc1cc(Br)ccc1NC(=O)CN(C)C(=O)c1ccc(-n2cncn2)c([N+](=O)[O-])c1 | 6% | -2% | 2% | 2% | -2% | -0.2% | 1% | -1.2 | i
CC(C)N1C(=O)C2ON(c3ccccc3)C(c3cccs3)C2C1=O (centres undefined) | -1% | -9% | 4% | 10% | 0% | -1.4% | 15% | -0.2 | i
[O-][n+]1ccccc1/C=C/c1ccccc1 | 5% | 3% | 0% | 10% | nt | -0.6% | ? | -3.7 | i
CCN(C(=O)Cn1ncc2c(=O)oc3ccc(C)cc3c21)c1cc(OC)ccc1OC | nt | -16% | 0% | nt | nt | 0.7% | 9% | nt | nt

(more compounds)
structure | EPAC2 antag | TGFb inhibitor | A549 viability | EPAC2 ag | Mm-Cpn inhibitor | Nrf2 ARE act | Nrf2 inh | CCT modulator | Akt phos inh
CCCCCC(=O)Nc1ccc(S(=O)(=O)NC2=NCCCCC2)cc1 | 6% | 2% | -3% | 1% | 2% | -0.7% | 8% | 0.3 | i
CN(Cc1ccno1)Cc1cn(C)nc1-c1ccc(Oc2ccccc2)cc1 | -24% | 7% | 2% | 18% | 1% | 0.1% | 12% | -1.1 | i
COC(=O)C1=C(C)NC(=O)NC1c1ccccc1Cl (centres undefined) | 3% | -5% | 13% | 9% | -18% | -0.3% | 3% | -1.9 | i
CN(C(=O)COC(=O)CNS(=O)(=O)/C=C/c1ccccc1)C1CCS(=O)(=O)C1 (centres undefined) | 15% | -6% | 0% | 4% | -7% | 2.2% | 9% | 1.1 | -123%*
C/C(=N\N(c1ccccc1)c1ccccc1)c1ccc(N)cc1 | ? | ? | 26% | 20% | nt | 0.0% | 17% | -2.2 | i
COc1ccc(NS(=O)(=O)c2ccc(C)c(NC(=O)CNC(=O)c3ccco3)c2)cc1 | 7% | 0% | 1% | -4% | -1% | -0.9% | 12% | -2.8 | i
CCC(=O)Nc1ccccc1C(=O)OCC(=O)Nc1ccc(S(N)(=O)=O)cc1 | 0% | ? | 0% | 6% | 0% | -0.1% | 8% | -0.9 | ?
CC(C)n1cnnc1SCC(=O)Nc1ccc(N2CCCCC2)cc1 | 1% | 2% | 2% | 5% | -1% | 2.1% | 14% | 0.2 | i
CCn1c(C)cc(/C=C2\NC(=O)N(Cc3ccc(Cl)cc3)C2=O)c1C | -6% | -4% | -3% | -1% | -4% | 0.2% | nt | 2.3 | i
COc1ccc(C(=O)NCCc2cc3ccc(C)c(C)c3[nH]c2=O)cc1OC | 2% | 2% | -1% | 6% | -2% | -0.6% | ? | -2.5 | i

The listing continues.
structure | EPAC2 antag | TGFb inhibitor | A549 viability | EPAC2 ag | Mm-Cpn inhibitor | Nrf2 ARE act | Nrf2 inh | CCT modulator | Akt phos inh
COc1ccccc1OCC(=O)N(Cc1ccc(Cl)cc1)CC1CCCO1 (centres undefined) | nt | -10% | -1% | nt | nt | 4.2% | -19% | nt | nt
O=C(O)c1ccccc1C(=O)Nc1ccc(S(=O)(=O)NC2CCCCC2)cc1 | 7% | ? | -2% | -4% | 0% | -0.8% | -3% | -1.4 | i
Cc1ccc(N(CC(=O)Nc2cccc(Cl)c2C)S(=O)(=O)c2c(C)noc2C)cc1 | nt | ? | -5% | nt | nt | 0.6% | -28% | nt | nt
COc1ccccc1NC(=O)N1CCCC1C(=O)NC1CCCCC1 (centres undefined) | -3% | -2% | 5% | 0% | -3% | 0.3% | 2% | -3.4 | i
Cc1cc(C)cc(NC(=O)C2C3C=CC4(O3)C2C(=O)N(CCCN2CCCCC2)C4C(=O)NC2CCCCC2)c1 (centres undefined) | 5% | 20% | -10% | 9% | 0% | 0.3% | 5% | -2.2 | i
COc1ccc(NC(=O)CCCS(=O)(=O)c2nc(-c3ccc(OC)c(OC)c3)cc(C(F)(F)F)n2)cc1OC | nt | 2.5µM* | -14% | nt | nt | ? | -7%[9.27 µM] | nt | nt
CN(C(=O)C1CCCN(S(=O)(=O)c2cccc([N+](=O)[O-])c2)C1)C1CCS(=O)(=O)C1 (centres undefined) | 1% | -11% | 0% | 0% | 1% | -0.7% | 5% | -3.6 | i
COc1cc(NC(=O)Cn2ccsc2=N)c(C)cc1[N+](=O)[O-] | 9% | 14% | -26% | 2% | -1% | -0.1% | ? | -2.7 | i
COc1ccc(S(=O)(=O)N2CCN(C(=O)/C=C/c3ccco3)CC2)cc1 | 4% | 7% | 2% | -5% | 1% | 4.2% | 1% | -2.0 | i
COc1ccc(C)c2sc(N(CCCN(C)C)C(=O)c3ccc4c(c3)OCCO4)nc12 | 2% | ? | -17% | -4% | 0% | 12% | -4% | 2.4 | i

As a working copy, some entries already given:
structure | EPAC2 antag | TGFb inhibitor | A549 viability | EPAC2 ag | Mm-Cpn inhibitor | Nrf2 ARE act | Nrf2 inh | CCT modulator | Akt phos inh
COc1ccccc1NC(=O)N1CCCC1C(=O)NC1CCCCC1 (centres undefined) | -3% | -2% | 5% | 0% | -3% | 0.3% | 2% | -3.4 | i
Cc1cc(C)cc(NC(=O)C2C3C=CC4(O3)C2C(=O)N(CCCN2CCCCC2)C4C(=O)NC2CCCCC2)c1 (centres undefined) | 5% | 20% | -10% | 9% | 0% | 0.3% | 5% | -2.2 | i
COc1ccc(NC(=O)CCCS(=O)(=O)c2nc(-c3ccc(OC)c(OC)c3)cc(C(F)(F)F)n2)cc1OC | nt | 2.5µM* | -14% | nt | nt | ? | -7%[9.27 µM] | nt | nt
CN(C(=O)C1CCCN(S(=O)(=O)c2cccc([N+](=O)[O-])c2)C1)C1CCS(=O)(=O)C1 (centres undefined) | 1% | -11% | 0% | 0% | 1% | -0.7% | 5% | -3.6 | i
COc1cc(NC(=O)Cn2ccsc2=N)c(C)cc1[N+](=O)[O-] | 9% | 14% | -26% | 2% | -1% | -0.1% | ? | -2.7 | i
COc1ccc(S(=O)(=O)N2CCN(C(=O)/C=C/c3ccco3)CC2)cc1 | 4% | 7% | 2% | -5% | 1% | 4.2% | 1% | -2.0 | i
COc1ccc(C)c2sc(N(CCCN(C)C)C(=O)c3ccc4c(c3)OCCO4)nc12 | 2% | ? | -17% | -4% | 0% | 12% | -4% | 2.4 | i

(next part)
structure | EPAC2 antag | TGFb inhibitor | A549 viability | EPAC2 ag | Mm-Cpn inhibitor | Nrf2 ARE act | Nrf2 inh | CCT modulator | Akt phos inh
CN(C)CCN(C(=O)c1cccc2ccccc12)c1nc2cc3c(cc2s1)OCO3 | -19% | 0% | 6% | ? | -5% | 1.6% | -8% | -0.8 | i
CC1CC(c2ccccc2)n2nc(NC(=O)c3ccco3)nc2N1 (centres undefined) | 8% | -15% | -7% | -4% | 0% | -0.7% | -3% | -1.8 | i
CCn1c(=O)c(=O)n(CC)c2cc(N3CCCCC3)c(NC(=O)c3ccc(OC)c(OC)c3)cc21 | nt | 1% | 0% | nt | nt | -1.1% | -10% | nt | nt
CSc1ncc(CO)n1Cc1ccccc1 | 4% | -25% | 1% | 4% | -10% | 0.3% | -8% | 1.9 | i
O=C(COC(=O)C12CC3CC(CC(C3)C1)C2)N1CCN(S(=O)(=O)c2ccccc2)CC1 | -8% | -12% | 14% | ? | 0% | -0.4% | 13% | 0.4 | i
O=C(Nc1nccs1)C1CC(=O)N(c2ccccc2)C1 (centres undefined) | 5% | 21% | -11% | 7% | -3% | -0.2% | 8% | -1.8 | i
CCC(C)NC(=O)c1ccc(NC(=O)CC2SC(N3CCCCC3)=NC2=O)cc1 (centres undefined) | 5% | -2% | 2% | 15% | -5% | -0.3% | -3% | -2.9 | i
O=C(NCCc1ccccc1)c1ccc(CSc2nc3ccncc3n2Cc2ccc(F)cc2)cc1 | nt | ? | -17% | nt | nt | 5.9% | ? | nt | nt
Cc1cc(-c2nnnn2-c2ccc(C(F)(F)F)cc2)no1 | 3% | -7% | 1% | 6% | 0% | 0.1% | 4% | -0.7 | i
CCCCCC(=O)Nc1cc(N(C)C)nc2ccccc12 | 2% | -17% | 3% | 12% | 1% | 2.5% | -8% | -1.5 | i
CC1(C)CC(Cc2ccc(C(=O)c3ccccc3)cc2)N(C(=O)OC(C)(C)C)N1 (centres undefined) | -10% | ? | nt | 4% | nt | 6.2% | nt | -0.8 | i
